Rv3671c protease – Rv3671c serine protease inhibitors, primary screen, biochemical, fluorescence polarization, M. tuberculosis H37Rv | P9WHR9 | inhibition, % at 5.96 µM | 0.048% of 320,000 active; in the data active means inhibition above about 38%;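 further: extracellular domain of Rv3671c used as enzyme; 0% = enzyme with DMSO and 100% = no enzyme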
3CLpro inhibitor – SARS-CoV 3CLpro protease inhibitors, primary screen, biochemical, quenched FRET. Replicase polyprotein 1ab (Severe acute respiratory syndrome coronavirus), P0C6X7. inhibition, % at 6 µM. recombinant SARS-CoV 3CLpro, quenched FRET peptide cleavage. 0.14% of 290,000 active; in the data active means inhibition above about 12%
SSB-PriA inh – inhibitors of Klebsiella pneumoniae PriA binding to SSB C-terminal tail, primary screen, biochemical, AlphaScreen. PriA–SSB C-terminal tail interaction (Klebsiella pneumoniae). AlphaScreen SSBct-PriA binding, biotinylated peptide. inhibition, % at 33 µM. 0.6% of 430,000 active; in the data active means inhibition mostly above about 37%, no sharp cut-off; inactive means mostly below about 20%;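 further: plate controls were negative control peptide for no effect and reference peptide for full effect; strong numbers were not always called active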
BoNT-A LC inh2 – BoNT/A light chain protease inhibitors, primary screen, biochemical, flow cytometry, MLPCN library; multiplex microsphere protease substrate cleavage; inhibition, % at 10 µM; 0.17% of 360,000 active; further: plate controls were buffer without enzyme for full effect and enzyme alone for no effect
Anthrax LF prot – Bacillus anthracis LF protease inhibitors, primary screen, biochemical, multiplex microsphere, MLPCN library; 0.12% of 360,000 active; inhibition, % at 10 µM; multiplex microsphere protease cleavage assay; further: plate controls were buffer without enzyme for full effect and enzyme alone for no effect
Target sequence (P15917 whole entry, looked up): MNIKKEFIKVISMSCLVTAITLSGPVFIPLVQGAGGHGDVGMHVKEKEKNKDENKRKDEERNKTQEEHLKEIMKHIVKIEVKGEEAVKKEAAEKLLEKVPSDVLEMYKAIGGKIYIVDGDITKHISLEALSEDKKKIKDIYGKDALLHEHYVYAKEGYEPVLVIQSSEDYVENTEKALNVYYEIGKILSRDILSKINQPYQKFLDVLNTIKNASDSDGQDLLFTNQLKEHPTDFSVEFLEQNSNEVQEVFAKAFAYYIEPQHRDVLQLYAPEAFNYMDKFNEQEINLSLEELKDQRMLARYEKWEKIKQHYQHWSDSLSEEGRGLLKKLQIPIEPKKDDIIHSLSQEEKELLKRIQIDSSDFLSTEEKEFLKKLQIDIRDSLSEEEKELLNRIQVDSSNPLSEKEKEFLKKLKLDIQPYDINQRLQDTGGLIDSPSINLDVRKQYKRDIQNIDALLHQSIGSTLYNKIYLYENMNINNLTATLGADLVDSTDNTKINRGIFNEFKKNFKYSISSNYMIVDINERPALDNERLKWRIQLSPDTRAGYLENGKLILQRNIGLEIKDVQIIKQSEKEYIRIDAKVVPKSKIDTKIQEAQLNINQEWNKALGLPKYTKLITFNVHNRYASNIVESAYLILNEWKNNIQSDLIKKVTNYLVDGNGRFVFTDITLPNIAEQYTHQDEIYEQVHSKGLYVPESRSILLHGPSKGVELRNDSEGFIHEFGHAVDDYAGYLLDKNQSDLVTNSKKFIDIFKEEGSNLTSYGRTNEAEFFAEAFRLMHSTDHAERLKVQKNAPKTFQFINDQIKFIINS
CCHF vOTU inh – CCHFV vOTU protease inhibitors, primary screen, biochemical, Pep-AMC substrate, fluorescence. Crimean-Congo hemorrhagic fever virus L polyprotein viral ovarian tumor (vOTU) protease …. inhibition, % at 11.5 µM. 0.55% of 370,000 active. AID 651958, 2012; in the data active means inhibition above about 30%; further: 0% = vehicle wells with enzyme and 100% = no enzyme wells
MazEF act – activators of E. coli MazEF toxin-antitoxin RNase, primary screen, biochemical, fluorescence, uHTS; Endoribonuclease toxin MazF (Escherichia coli (strain K12)), P0AE70; FAM/BHQ RNA-DNA oligo cleavage fluorescence, 5 h; activation, % at 20 µM; 0.32% of 350,000 active; AID 504720, 2011; in the data active means activation above about 50%
DUSP3 inh – VHR1 phosphatase inhibitors, primary screen, biochemical, absorbance, uHTS; Dual specificity protein phosphatase 3 (Homo sapiens), P51452; recombinant VHR phosphatase, pNPP absorbance; inhibition, % at 13.3 µM; 0.52% of 290,000 active; AID 1654, 2009; in the data active means inhibition above about 50%; further: some compounds called inactive have numbers as strong as hits
Target sequence (P51452 whole entry, looked up): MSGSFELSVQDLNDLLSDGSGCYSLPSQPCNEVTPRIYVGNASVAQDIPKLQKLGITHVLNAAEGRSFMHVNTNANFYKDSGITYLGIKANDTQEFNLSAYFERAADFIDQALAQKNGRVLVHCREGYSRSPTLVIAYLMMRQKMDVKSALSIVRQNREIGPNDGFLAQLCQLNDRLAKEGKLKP
BoNT-F LC inh – BoNT/F light chain protease inhibitors, primary screen, biochemical, flow cytometry, MLPCN library; Botulinum neurotoxin type F light chain protease (Clostridium botulinum); Multiplex microsphere protease cleavage assay; inhibition, % at 10 µM; 0.22% of 360,000 active; in the data active means inhibition above about 35%, passing the limit was not always enough; inconclusive means no clear call, values can overlap the other calls; further: plate controls were buffer without enzyme for full effect and enzyme alone for no effect
PrPC surface inh – inhibitors of human cell surface prion protein PrPC, primary screen, cell-based, TR-FRET | Major prion protein (Homo sapiens), P04156 | TR-FRET read-out | inhibition, % at 13.8 µM | 0.43% of 370,000 active | AID 720596, 2013; in the data active means inhibition above about 24%; further: 0% = median of the test wells and 100% = reference compound wells
Starred values were filed as active, the others as inactive; u = inconclusive; x = no result given; & = joins results of further samples. Unless noted, no stated cut-off is given here; in the data, active means inhibition above about 30%; inconclusive means no clear call, values can overlap the other calls; inactive means below that. This is a subset; rates above refer to the full screens.

SMILES,Rv3671c protease,3CLpro inhibitor,SSB-PriA inh,BoNT-A LC inh2,Anthrax LF prot,CCHF vOTU inh,MazEF act,DUSP3 inh,BoNT-F LC inh,PrPC surface inh
COc1ccc(CNC(=O)C2CCN(C(=O)Cc3ccccc3)CC2)cc1,-2,-7,3,-2.2,12,19,5,36,-4,1
CC(C)(C)c1ccc(O)c(O)c1,-1,x,4,-0.1,-4,1,3,x,-1,-2
CC(NC(=O)c1ccc2c(c1)C(=O)N(Cc1cccnc1)C2=O)c1ccccc1 (centres undefined),4,4,-2,1.6,-1,4,8,-17,0,4
CS(=O)(=O)N(CC(=O)NCc1ccco1)c1ccc(OCc2ccccc2)cc1,6,5,10,-1.0,-11,4,-5,21,0,8
COc1cccc(-c2nc(-c3ccc4c(c3)NC(=O)CO4)cs2)c1,-2,3,6,-0.8,-4,-8,-1,3,-2,-14
COc1ccccc1CNC(=O)CS(=O)Cc1nc(-c2ccccc2C)oc1C (centres undefined),-12,1,-8,-1.3,-1,1,-8,27,-4,2
Cc1ccc2nc(C)c(C(=O)N/N=C/c3ccc(N4CCOCC4)cc3)cc2c1,8,-4,x,-0.2,0,-16,-2,1,7,3
Cc1ccccc1NC(=O)N1C2CCCC1CC(NC(=O)C(C)(C)C)C2 (centres undefined),x,2,-7,1.8,-2,3,-17,10,9,2
Cc1n[nH]c(C)c1S(=O)(=O)N1CCC(C(=O)O)CC1,2,-3,-22,0.4,2,4,2,27,4,-1
COc1ccc(NC(=O)CN(C)CC(=O)N(C)C2(C#N)CCC(C)CC2)cc1 (centres undefined),-9,x,-11,2.8,-1,-4,2,x,5,-2
CCOC(=O)c1c(C)[nH]c(C(=O)OC)c1CCC(=O)OC,-2,-10,-16,-0.3,0,-3,3,-15,1,-3
COc1ccc(NC(=S)NC2CCCCC2)c(OC)c1,-1,-2,12,0.5,1,-37,5,22,-6,11

SMILES,Rv3671c protease,3CLpro inhibitor,SSB-PriA inh,BoNT-A LC inh2,Anthrax LF prot,CCHF vOTU inh,MazEF act,DUSP3 inh,BoNT-F LC inh,PrPC surface inh
COc1ccc(C(=O)Nc2cc(Cl)ccc2-n2cncn2)c(OC)c1OC,-22,x,-4,-2.1,1,5,3,x,-6,3
Cc1c(C(=O)O)oc2ccc(S(=O)(=O)N3CCCC3)cc12,-5,-7,-7,-0.3,2,14,-1,-2,-3,-4
Cc1ccc(S(=O)(=O)Nc2ccc(C(=O)N3CCCC3)cc2)c(C)c1NS(C)(=O)=O,-1,-2,3,3.2,-7,-4,8,11,11,6
O=C(c1cc(-c2ccccn2)nc2ccc(Br)cc12)N1CCN(S(=O)(=O)c2ccccc2)CC1,-7,5,-8,0.4,-1,9,-23,11,-6,-3
N#C/C(=C\c1c(N2CCOCC2)nc2ccccn2c1=O)C(=O)NC1CCS(=O)(=O)C1 (centres undefined),-8,0,-6,-0.3,0,-125,-4,22,4,-12
CC(C)CCNC(=O)C(=O)NCCC1=CCCCC1,2,0,-14,-0.3,-1,-7,2,-14,3,3
CCN1C(=C2C(=O)c3ccccc3C2=O)C=Cc2ccccc21,-2,2,-6,6.0,13,10,5,20,4,-59
CCCCn1c(-c2cccc(F)c2)nc2c1c(=O)[nH]c(=O)n2CC(C)C,2,7,5,-1.9,8,9,2,22,-3,11
Cc1oc(-c2ccccc2)cc1C(=O)NC1CCN(Cc2ccccc2)CC1,9,3,-3,0.8,-3,-17,14,4,-3,-2
COc1ccccc1NS(=O)(=O)c1cc2c3c(c1)CC(=O)N3CCC2,-4,1,7,-1.2,-1,11,4,-4,-4,-1
Cc1ccc(S(=O)(=O)NCc2ccc(C(=O)NC3CC3)cc2)cc1,2,3,-10,4.3,6,9,3,-3,-4,8
COc1ccc(N2CCN(CCC(O)c3ccc4ccccc4c3)CC2)cc1 (centres undefined),-14,8,3,-1.2,-15,4,0,12,-16,2

SMILES,Rv3671c protease,3CLpro inhibitor,SSB-PriA inh,BoNT-A LC inh2,Anthrax LF prot,CCHF vOTU inh,MazEF act,DUSP3 inh,BoNT-F LC inh,PrPC surface inh
O=C(Nc1nnc(-c2ccc(F)cc2)s1)Nc1ccccc1F,3,0,-6,-0.2,2,-2,-6,17,3,5
COc1ccc(NC(=O)C23CC4CC(CC(Cl)(C4)C2)C3)cc1S(=O)(=O)N1CCOCC1,5,x,-3,-0.2,2,-6,-1,x,1,6
Cc1ccc(S(=O)(=O)/C(C#N)=C/c2c(N3CCC(C(N)=O)CC3)nc3c(C)cccn3c2=O)cc1,-10,1,4,2.6,12,1,-12,10,10,-14
CCS(=O)(=O)N1Cc2ccccc2CC1C(=O)NCCc1c[nH]c2ccccc12 (centres undefined),-3,2,1,3.8,0,-1,10,-7,-2,14
Cc1cc(C)cc(N=C2SC(CC(=O)Nc3ccccc3)C(=O)N2CCN2CCOCC2)c1 (centres undefined),-6,3,7,-1.6,-13,4,-5,17,-6,3
O=C(Cn1c(NCCCO)nc2ccccc21)c1ccc(Cl)cc1,1,1,-26,x,x,0,-20,-16,x,1
COc1cc([C@@H]2c3cc4c(cc3[C@H](O)[C@H]3COC(=O)[C@H]23)OCO4)cc(OC)c1OC,-6,-1,-5,-0.8,-4,8,9,-7,3,11
CC(=O)NCCNc1nc2c(-c3ccccc3)nnn2c2ccccc12,4,-3,-8,-15,-1,-2,1,13,u,-20
CCOC(=O)c1c(C)n(C)c2ccc(OCC(O)Cn3c(C)nc4ccccc43)cc12 (centres undefined),-8,-2,-2,u,-2,-3,-8,-16,-2,5
Cc1ccc(C(=O)N(C)Cc2ccc(N3CCOCC3)cc2)cc1S(=O)(=O)NCc1ccccc1,2,x,10,1.7,-2,14,4,x,2,9
O=C(CSc1n[nH]c(=O)n1Cc1ccco1)c1ccc(F)cc1,11,-1,0,-2.6,-7,-8,3,3,u,0
CCOc1ccccc1CNC(=O)C1CCCN(c2ncnc3c2nc2n3CCCCC2)C1 (centres undefined),0,-8,-12,1.6,-2,x,6,8,4,x

SMILES,Rv3671c protease,3CLpro inhibitor,SSB-PriA inh,BoNT-A LC inh2,Anthrax LF prot,CCHF vOTU inh,MazEF act,DUSP3 inh,BoNT-F LC inh,PrPC surface inh
O=C(CCC(=O)NNC(=O)c1ccccc1[N+](=O)[O-])NCc1ccccc1,12,2,-2,-0.4,-6,-13,-11,14,-6,-7
Cc1ccc(-n2cc(CN3CCC(CO)(Cc4cccc(C(F)(F)F)c4)CC3)cn2)cc1,-6,-4,3,0.0,1,19,1,-5,-3,-7
Cc1ccc(NNC(=O)c2ccc(Cl)cc2)nn1,6,6,3,-0.8,2,-15,0,-5,6,9
Cc1ccc(C(=O)OC(C)CN2CCN(C)CC2)cc1 (centres undefined),5,4,-12,-5.9,-10,-4,-20,10,u,3
CCCS(=O)(=O)N1CCN=C1SCc1ccc(F)cc1,-10,0,-9,0.3,-1,1,7,4,7,2
COc1ccc2nc(NC3=NCCN3)sc2c1,11,0,-9,-1.4,-3,-2,1,-2,-10,6
CCOc1ccc(N(CC(=O)NCCc2ccccc2)S(=O)(=O)c2ccccc2)cc1,9,3,-3,-1.1,-4,5,1,6,-18,-5
O=C(Cc1ccccc1)NCc1ccc(-n2cccc2)cc1,-3,0,-8,-0.5,-3,-2,-1,-28,-1,5
O=C(CCc1ccccc1)Nc1ccnn1C1CCN(Cc2ccc(OCCO)cc2)CC1,-16,2,2,-0.2,1,-3,9,21,-9,-11
CC1(C)CC(NC(=O)c2cc(S(=O)(=O)N3CCCCC3)ccc2Cl)CC(C)(C)N1,1,-1,0,-1.5,-2,-5,7,9,2,-11
Cc1ccc(OCCCn2ccnc2)cc1C,0,-1,-9,-0.9,-1,-5,2,-4,0,-2
C=CCNC(=O)COc1coc(CN2CCN(C(=O)c3ccco3)CC2)cc1=O,-10,x,4&-6,0.2,-3,3,-4,x,-15,-3

SMILES,Rv3671c protease,3CLpro inhibitor,SSB-PriA inh,BoNT-A LC inh2,Anthrax LF prot,CCHF vOTU inh,MazEF act,DUSP3 inh,BoNT-F LC inh,PrPC surface inh
COC(=O)c1cc(NS(=O)(=O)c2ccc(F)cc2)ccc1N1CCOCC1,3,-2,-7,-0.6,1,-8,-1,-3,4,0
Cc1ccccc1C(=O)NNC(=O)c1ccc(F)cc1,-2,2,-16,-0.1,4,-4,7,31,-5,-3
Cc1ccc(CNC(=O)C2CCCCN2S(=O)(=O)c2ccccc2)cc1 (centres undefined),7,6,-16,1.1,1,12,0,25,0,6
Cn1c(SCC(=O)Nc2nccs2)nnc1C1CC1,0,1,-2,-0.1,4,-5,-2,14,-1,4
CCOc1ccc(NC(=O)c2cc3c(C)nc4ccccc4c3o2)cc1,2,-7,-14,0.3,-4,6,2,24,-10,10
COc1cc(/C=c2\s/c(=C(/C#N)C(=O)N3CCCC3)n(-c3ccccc3)c2=O)ccc1O,-32,-5,x,0.5,-1,5,-97,-13,-9,1
COc1ccccc1NC(=S)Nc1ccc2cn[nH]c2c1,-3,2,5,0.2,-6,13,4,30,0,4
O=C1NC(c2ccccc2OC(F)F)Oc2ccccc21 (centres undefined),2,-1,-5,-2.9,-5,-6,-8,8,2,7

Complete entries from above.
COc1ccccc1NC(=S)Nc1ccc2cn[nH]c2c1 in the list: Rv3671c protease = -3; 3CLpro inhibitor = 2; SSB-PriA inh = 5; BoNT-A LC inh2 = 0.2; Anthrax LF prot = -6; CCHF vOTU inh = 13; MazEF act = 4; DUSP3 inh = 30; BoNT-F LC inh = 0; PrPC surface inh = 4
Cn1c(SCC(=O)Nc2nccs2)nnc1C1CC1 in the list: Rv3671c protease = 0; 3CLpro inhibitor = 1; SSB-PriA inh = -2; BoNT-A LC inh2 = -0.1; Anthrax LF prot = 4; CCHF vOTU inh = -5; MazEF act = -2; DUSP3 inh = 14; BoNT-F LC inh = -1; PrPC surface inh = 4

Assay outcomes deposited in PubChem BioAssay by several laboratories.
